Rab2 wt GTP – modulators of GTP binding to Rab2A wildtype, primary screen, biochemical, dog, bead-based flow cytometry, multiplex. Ras-related protein Rab-2A (Canis lupus familiaris), P61105. GST-Rab2 wt beads, Bodipy-GTP binding. GTP binding activity, % at 10 µM. 190,000 tested, 0.19% active. AID 760, 2007;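 active means GTP binding activity at least 20 points away from 100%, either lowered or raised; inconclusive means signal likely due to the compound's own green fluorescence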;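 further: 0% = beads with excess unlabeled GTP and 100% = no-compound control corrected for plate trend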
Avidin fluor – green autofluorescence of compounds with avidin beads – biophysical, 488/530 nm, flow cytometry, artefact control, profiling panel; fluorescence (KMESF) at 10 µM; compound fluorescence 488/530 nm; stronger effect = higher value; 220,000 tested, 0.38% active; in the data active means fluorescence above about 47; further: inactives centre near 10
HRas wt GTP bind – modulators of GTP binding to HRas wildtype, primary screen, biochemical, bead-based flow cytometry, multiplex | GST-Ras wt beads, Bodipy-FL-GTP binding; actives lie on both sides | GTP binding activity, % at 10 µM | 190,000 tested, 0.14% active | AID 759, 2007;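 active means GTP binding activity at least 20% away from the 100% baseline, either lowered as inhibitor or raised as activator; inconclusive means flagged as likely green fluorescent, judged across all proteins in the well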;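 further: 0% = unlabeled GTP competition control and 100% = no-compound control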
Target sequence (P01112 whole entry, looked up): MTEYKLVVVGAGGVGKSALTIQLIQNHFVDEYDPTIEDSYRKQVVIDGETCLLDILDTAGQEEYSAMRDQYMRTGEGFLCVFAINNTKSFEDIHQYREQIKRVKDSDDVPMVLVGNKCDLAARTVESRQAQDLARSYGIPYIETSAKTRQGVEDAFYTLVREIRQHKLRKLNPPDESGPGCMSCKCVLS
Rac1 wt GTP bind – wildtype Rac1 GTP binding modulators, primary screen, biochemical, GST-Rac1 beads, flow cytometry, multiplex; 190,000 tested, 0.27% active; fluorescent GTP binding; actives lie on both sides; 0 = cold GTP competed, 100 = untreated; Ras-related C3 botulinum toxin substrate 1 (Homo sapiens), P63000; GTP binding activity (% of control), % at 10 µM;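 active means GTP binding activity at least 20 points away from the 100% control level, either lower or higher; inconclusive means compound flagged as likely green fluorescent, judged across all proteins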
ABCB1 block – ABCB1 efflux pump inhibitors, primary screen, cell-based, multiplex, flow cytometry, ABCG2 counter-screen; ATP-dependent translocase ABCB1 (Homo sapiens), P08183; CCRF-Adr cells, JC-1 efflux; inhibition, % at 6.6 µM; 190,000 tested, 0.067% active; in the data active means inhibition above about 40%;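 further: 0% = vehicle and 100% = reference inhibitor; higher value means more JC-1 retained so stronger ABCB1 efflux block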
Mcl1 Noxa PPI – Mcl-1/Noxa binding inhibitors, primary screen, biochemical, TR-FRET, 1536-well | Induced myeloid leukemia cell differentiation protein Mcl-1 (Homo sapiens), Q07820 | TR-FRET Mcl-1/Noxa peptide binding, 2 h | inhibition, % at 21.7 µM | 220,000 tested, 1.5% active | AID 1022, 2008;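 active means compounds that cut the protein-peptide binding signal by more than 50% relative to plate controls in a single-dose test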;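 further: His-tagged Mcl-1 with rhodamine Noxa BH3 peptide and terbium anti-His antibody; 0% = Mcl-1 plus Noxa peptide wells and 100% = peptide-only wells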
Rab7 wt GTP bind – modulators of GTP binding to Rab7, primary screen, biochemical, wildtype, multiplex bead flow cytometry; GST-Rab7 beads, fluorescent GTP binding; actives lie on both sides; untreated = 100%, excess cold GTP = 0%; GTP binding activity (percent of control), % at 10 µM; 190,000 tested, 0.055% active;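 active means fluorescent GTP binding to Rab7 beads changed by at least 20 points from the 100% baseline, either direction, mostly lower; inconclusive means compound itself probably fluorescent, or too few beads counted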;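 further: median green fluorescence of bound Bodipy-FL-GTP per Rab7 bead population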
ABCG2 inh – ABCG2 efflux pump inhibitors, primary screen, multiplex with ABCB1, IgMXP3 cells, flow cytometry; JC-1 efflux; inhibition, % at 6.6 µM; 190,000 tested, 0.1% active; AID 1325, 2008;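 active means inhibition above 80%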;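 further: 0% = DMSO and 100% = nicardipine control wells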
Target sequence (Q9UNQ0 whole entry, looked up): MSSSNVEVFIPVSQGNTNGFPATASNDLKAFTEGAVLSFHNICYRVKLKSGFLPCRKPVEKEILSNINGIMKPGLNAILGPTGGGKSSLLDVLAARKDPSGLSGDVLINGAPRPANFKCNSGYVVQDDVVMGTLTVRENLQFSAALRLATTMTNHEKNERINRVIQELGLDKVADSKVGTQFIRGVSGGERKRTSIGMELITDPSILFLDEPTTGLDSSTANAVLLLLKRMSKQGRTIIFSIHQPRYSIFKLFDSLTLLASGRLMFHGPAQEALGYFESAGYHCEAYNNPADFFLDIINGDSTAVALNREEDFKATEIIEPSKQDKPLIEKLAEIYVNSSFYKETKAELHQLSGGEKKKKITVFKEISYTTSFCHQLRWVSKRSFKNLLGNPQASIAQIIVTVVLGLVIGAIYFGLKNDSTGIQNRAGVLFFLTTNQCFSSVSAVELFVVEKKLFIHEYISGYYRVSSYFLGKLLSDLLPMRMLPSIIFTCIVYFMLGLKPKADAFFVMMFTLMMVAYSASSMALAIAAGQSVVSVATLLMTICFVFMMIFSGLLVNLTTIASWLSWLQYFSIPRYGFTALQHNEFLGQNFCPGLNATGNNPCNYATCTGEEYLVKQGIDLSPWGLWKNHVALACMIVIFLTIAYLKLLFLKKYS
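Incubation: cells with compound and JC-1, 10 min at 25 °C, rotating, no wash / Test system: IgMXP3 (ABCG2) plus far-red-tagged CCRF-Adr (ABCB1) cells / Compound dosing: one concentration, 6.6 µM final / Also added: JC-1 fluorescent substrate / Evaluation: efflux inhibition in percent versus controls / Detection: flow cytometry, 530 nm JC-1 signal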
Cdc42 wt GTP – modulators of GTP binding to wildtype Cdc42, primary screen, biochemical, multiplex bead flow cytometry, Bodipy-GTP | percent activity (GTP binding), % at 10 µM | GST-Cdc42 beads; actives lie on both sides | 190,000 tested, 0.2% active;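 active means percent activity GTP binding at least 20 points away from the 100% baseline, either down as inhibitor or up as activator; inconclusive means compound flagged as likely green fluorescent from well-wide comparison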;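 further: median bead fluorescence of bound Bodipy-FL-GTP at 100 nM; 0% = excess unlabeled GTP control and 100% = no compound control; below 100% means less GTP binding so inhibitor and above means activator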
Target sequence (P60953 whole entry, looked up): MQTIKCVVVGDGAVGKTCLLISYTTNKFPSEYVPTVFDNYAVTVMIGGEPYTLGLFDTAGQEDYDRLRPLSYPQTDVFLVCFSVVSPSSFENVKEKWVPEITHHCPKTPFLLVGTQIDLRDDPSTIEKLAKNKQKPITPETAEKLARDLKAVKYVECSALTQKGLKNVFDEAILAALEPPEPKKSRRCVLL
Rac1 mut GTP – GTP binding modulators of activated mutant Rac1, primary screen, biochemical, bead-based flow cytometry, multiplex, fluorescent GTP; AID 764, 2007; Ras-related C3 botulinum toxin substrate 1 (Homo sapiens), P63000; GST-Rac1 activated beads; actives lie on both sides; 100% means binding = to untreated wells; percent activity (GTP binding), % at 10 µM; 190,000 tested, 0.11% active;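 active means GTP binding at least 20 percentage points away from the 100% baseline, in either direction, so actives lie on both sides; inconclusive means Compound likely fluorescent itself, or too few beads counted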
Pf gametocyte – late stage P. falciparum gametocyte viability inhibitors, primary screen, ATP luminescence, HTS. 150,000 tested, 0.065% active. AID 743093, 2013. inhibition, % at 10.9 µM. P. falciparum stage V gametocytes, 24 h;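 active means inhibition above the mean plus 3 SD of compounds within the control limits, set per campaign, cut at about 38% in these data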;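 further: 0% = DMSO wells and 100% = medium only without gametocytes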
Numbers without * were called inactive; ? = inconclusive; / = not tested or not shown.

The line under a structure holds: Rab2 wt GTP, Avidin fluor, HRas wt GTP bind, Rac1 wt GTP bind, ABCB1 block, Mcl1 Noxa PPI, Rab7 wt GTP bind, ABCG2 inh, Cdc42 wt GTP, Rac1 mut GTP, Pf gametocyte
COCc1cc(/C=N\NC(=O)COc2ccccc2)ccc1OC
 : 97, 1, 97, 100, 0.4, 12, 97, 4, 99, 99, 9
Cc1cc(=O)oc2cc3c(cc12)OCCN3
 : 98, 33, 98, 98, 0.3, 10, 99, 3, 101, 97, /
Cc1ccc(C)c(-n2c(SCC(=O)Nc3nonc3C)nnc2-c2ccoc2C)c1
 : 92, 9, 93, 90, 3.5, -18, 90, 5, 89, 90, -39
COc1ccccc1N(CN1CCCC1=O)C(=O)c1ccccc1F
 : 103, 13, 102, 101, 0.6, -24, 95, 1, 103, 100, -1
CCn1c(Sc2ccc([N+](=O)[O-])cn2)nnc1-c1ccco1
 : 93, 6, 91, 94, -0.5, 5, 89, -1, 95, 91, 10
Cc1ccc(OCC(=O)N(Cc2ccc(N(C)C)cc2)C2CCS(=O)(=O)C2)cc1 (stereo not given)
 : 98, 17, 97, 106, 0.6, 1, 95, 7, 97, 99, /
COCCn1c(N)c(N(Cc2ccccc2)C(=O)Cc2ccccc2F)c(=O)[nH]c1=O
 : 100, 8, 99, 101, -0.7, -3, 94, -1, 96, 95, 7
Cc1ccc(NC(=S)NN2CCN(C)CC2)c(C)c1
 : ?, 14, ?, ?, -0.3, 6, ?, -3, ?, ?, -4
COc1cccc(/C=N/NC(=O)COc2cccc3cccnc23)c1O
 : ?, /, ?, ?, -0.4, 22, ?, -1, ?, ?, 13
Cc1cc(C)cc(OCC(=O)Nc2cccc(C(=O)O)c2)c1
 : 100, 6, 100, 100, 0.0, 0, 99, 0, 102, 98, /
COc1cc(/C=N\n2nnnc2N)ccc1OCc1ccc(F)cc1
 : 102, 5, 104, 104, 0.1, 20, 103, 0, 105, 101, -26
O=C(Nc1ccccc1)Nc1nnc(Cc2ccc([N+](=O)[O-])cc2)s1
 : 100, 14, 103, 107, -0.6, -21, 101, -1, 104, 102, 18
O=C(O)CCn1cc(/C=C2/NC(=S)N(c3ccccc3)C2=O)c(-c2ccccc2)n1
 : 93, 3, 95, 99, -1.2, 17, 94, -13, 96, 96, /
Cc1cc(C(=O)Nc2ccon2)c(C)o1
 : 96, 12, 96, 101, 0.3, -6, 97, 4, 102, 96, /
CCOC(=O)CC(N)c1cccc([N+](=O)[O-])c1 (stereo not given)
 : 97, 6, 97, 97, -0.4, 0, 105, 0, 99, 94, 1
Brc1c(OCCOCCn2cncn2)ccc2ccccc12
 : ?, 5, ?, ?, 0.9, 26, ?, 11, ?, ?, /
COc1cc(NC(=O)Cn2c(-c3cncs3)nc3ccccc32)cc(OC)c1OC
 : 102, 14, 102, 106, 1.6, 3, 101, 30, 100, 97, -15
CCOC(=O)C1CCCN(C(=S)Nc2ccc(F)cc2)C1 (stereo not given)
 : 94, 9, 93, 93, 2.5, -16, 96, 3, 92, 94, /
CC(C)Oc1ccc(NC(=O)Oc2ccccc2)cc1
 : 101, 5, 100, 107, 0.8, 16, 99, 6, 103, 101, /
COc1ccc(C2CCCN2C(=O)Nc2ccc(Cl)cc2)cc1OC (stereo not given)
 : 98, 7, 99, 108, 0.8, 3, 98, 7, 100, 100, /
COCC(=O)N(CCN(C)C)Cc1cc2cc3c(cc2nc1Cl)OCO3
 : 100, 9, 99, 102, 0.0, 3, 103, 0, 99, 96, -14
CCCN(C(=O)Cc1nc(N)n[nH]1)C1(C(=O)Nc2ccccc2C)CCCCC1
 : 102, 14, 103, 103, 0.8, 8, 95, 2, 107, 100, /
CCOC(=O)N1CCN(C(=O)CSc2nc3c(cnn3-c3ccccc3)c(=O)[nH]2)CC1
 : 102, 8, 99, 105, 0.1, 5, 101, 0, 103, 100, /
CCOC(=O)CSc1nc2cccnc2n1C
 : 95, 12, 96, 99, 0.4, 4, 96, 1, 97, 97, /
COC(=O)c1[nH]c2cccc(OC)c2c1NC(=O)CCN1CCN(c2cccc(Cl)c2)CC1
 : 100, 8, 99, 100, -6.3, 1, 96, -11, 100, 99, /
COc1ccc(CNC(=O)C23CN(Cc4ccccc4)CC2C(c2ccc([N+](=O)[O-])cc2)=NO3)cc1 (stereo not given)
 : 98, 30, 98, 100, 1.7, 4, 100, 0, 100, 97, 17
Cc1cccc(-c2nnc(SCC#N)n2-c2cccc(Cl)c2)c1
 : 100, 28, 99, 109, 0.9, 15, 100, 15, 105, 99, -5
COc1ccc(CCn2c(SCCN3CCCCC3)nc3ccccc3c2=O)cc1OC
 : 93, 7, 93, 97, 4.8, -1, 90, 8, 96, 95, 4
Cc1ccc(S(=O)(=O)N/N=C/c2ccc(OS(=O)(=O)c3ccc(C)c([N+](=O)[O-])c3)cc2)cc1
 : 104, 4, 103, 105, 0.6, 16, 101, 3, 103, 101, /
COc1ccc(OCc2nnc(SCC(=O)NCc3ccco3)o2)cc1
 : 101, 28, 104, 107, 1.2, 0, 102, 8, 104, 102, /

Some of these compounds in order of their number in ABCG2 inh, descending.
Molecule	ABCG2 inh
Cc1cccc(-c2nnc(SCC#N)n2-c2cccc(Cl)c2)c1	15
COc1ccc(CCn2c(SCCN3CCCCC3)nc3ccccc3c2=O)cc1OC	8
Cc1cc(C)cc(OCC(=O)Nc2cccc(C(=O)O)c2)c1	0

Returning to the listing, repeating the 3 entries before the break.
The line under a structure holds: Rab2 wt GTP, Avidin fluor, HRas wt GTP bind, Rac1 wt GTP bind, ABCB1 block, Mcl1 Noxa PPI, Rab7 wt GTP bind, ABCG2 inh, Cdc42 wt GTP, Rac1 mut GTP, Pf gametocyte
COc1ccc(CCn2c(SCCN3CCCCC3)nc3ccccc3c2=O)cc1OC
 : 93, 7, 93, 97, 4.8, -1, 90, 8, 96, 95, 4
Cc1ccc(S(=O)(=O)N/N=C/c2ccc(OS(=O)(=O)c3ccc(C)c([N+](=O)[O-])c3)cc2)cc1
 : 104, 4, 103, 105, 0.6, 16, 101, 3, 103, 101, /
COc1ccc(OCc2nnc(SCC(=O)NCc3ccco3)o2)cc1
 : 101, 28, 104, 107, 1.2, 0, 102, 8, 104, 102, /
CC(C)CNc1nc(Oc2ccc(=O)n(-c3ccccc3)n2)nc(N2CCOCC2)n1
 : 101, 14, 102, 99, 0.6, 2, 97, 2, 103, 99, 3
Cn1cc(-c2nnnn2-c2ccc(Cl)cc2)c(=O)c2ccccc21
 : 100, 1, 99, 100, 0.6, 7, 101, 3, 99, 99, /
Cc1ccc(-c2nc(CS(=O)CC(=O)NCCC(C)C)c(C)o2)cc1 (stereo not given)
 : 103, 23, 101, 105, 0.6, -10, 97, 6, 105, 102, /
O=C(Cn1cnc2ccccc2c1=O)c1ccc(Cl)cc1
 : 98, 11, 96, 97, 2.3, 0, 101, 9, 99, 97, 13
CC(C)(C)OC(=O)N[C@@H](Cc1ccccc1)c1nnc(S(=O)(=O)Cc2cccc(F)c2)o1
 : 101, 6, 100, 101, 1.1, 5, 79*, 2, 105, 99, /
Cc1cccc(C2C3=C(Nc4[nH]n(-c5ccccc5)c(=O)c42)c2ccccc2C3=O)c1 (stereo not given)
 : ?, 2, ?, ?, -0.5, 65*, ?, -2, ?, ?, 19
Cc1ccc(C23CC4CC(CC(NC(=O)N5CCN(C)CC5)(C4)C2)C3)cc1
 : 103, 10, 103, 102, 1.1, 3, 102, 2, 104, 99, 11
Cc1occc1C(=O)N/N=C/C1=C(N2CCOCC2)C(=C\c2ccc(Cl)cc2)/CC1
 : 94, 15, 96, 101, -1.2, 8, 95, -11, 99, 97, 11
Cc1ccc2nc(NC3=NC(CC(=O)O)C(=O)N3)nc(C)c2c1 (stereo not given)
 : 94, 12, 95, 93, 1.1, 2, 94, 5, 92, 92, -2
Cn1c(O)c(N=NC(=O)c2cccc(S(=O)(=O)N3CCCCC3)c2)c2ccccc21
 : 95, 16, 98, 99, 1.8, 12, 97, 3, 99, 98, -16
COc1ccc(-c2[nH]ncc2CN2CCCO2)cc1F
 : 99, 6, 100, 101, 0.2, 4, 97, 5, 100, 98, -33
O=C(Cc1cccc(C(F)(F)F)c1)NCc1cccc(Cl)c1
 : 106, 11, 103, 104, 0.0, 1, 98, 6, 107, 101, -16
CN(C)c1ccc(NC(=O)c2cccc(C(=O)Nc3ccc(N(C)C)cc3)n2)cc1
 : 99, 9, 98, 99, 2.7, 86*, 97, 12, 96, 98, 8
NC(N)=NC(=O)c1nc(Cl)c(N)nc1N
 : 95, 11, 96, 96, 0.0, 19, 98, 0, 93, 96, /
N/C(=N\N=C\c1ccc(O)cc1)c1nonc1N
 : 93, 9, 93, 98, -0.1, -17, 102, 2, 94, 97, 14
COc1ccc(NC(=S)Nc2ccc(Oc3ccccc3)cc2)cc1
 : 100, 5, 98, 98, 0.1, -8, 95, 2, 96, 97, /
CCN(CC)CCCNC(=S)N(Cc1cccnc1)Cc1cc2cc(C)cc(C)c2[nH]c1=O
 : 94, 23, 96, 96, 0.2, 10, 104, 0, 95, 94, /
CCC(=O)c1c[nH]c(C(=O)NCC2CCCO2)c1 (stereo not given)
 : 100, 8, 99, 98, 0.3, 20, 96, 1, 100, 99, -10
COc1cc(/C=C(\C#N)c2[nH]nc(N)c2C#N)cc(OC)c1O
 : ?, 10, ?, ?, 2.4, 56*, ?, 3, ?, ?, /
CC(Cc1ccccc1)C(=O)N(C)Cc1ccccc1 (stereo not given)
 : 98, 11, 101, 103, 0.4, -3, 99, -6, 103, 97, /
O=C(c1cccs1)n1cc(C(=S)N2CCOCC2)c2ccccc21
 : 103, 31, 103, 106, 1.4, -3, 102, 12, 102, 103, 1

Compound activity deposited in PubChem by several laboratories.
